Source: PubChem (The Scripps Research Institute Molecular Screening Center)
MBD2 inh: inhibitors of MBD2 binding to methylated DNA, primary screen, biochemical, TR-FRET, DNA-binding domain, human. AID 686964, 2013. 370,000 tested, 0.31% active. MBD2 binding to methylated oligonucleotide. Methyl-CpG-binding domain protein 2 (Homo sapiens), Q9UBB5. inhibition, % at 4.4 µM; in the data active means inhibition above about 13%
Target sequence (Q9UBB5 whole entry, looked up, the tested form may be a part): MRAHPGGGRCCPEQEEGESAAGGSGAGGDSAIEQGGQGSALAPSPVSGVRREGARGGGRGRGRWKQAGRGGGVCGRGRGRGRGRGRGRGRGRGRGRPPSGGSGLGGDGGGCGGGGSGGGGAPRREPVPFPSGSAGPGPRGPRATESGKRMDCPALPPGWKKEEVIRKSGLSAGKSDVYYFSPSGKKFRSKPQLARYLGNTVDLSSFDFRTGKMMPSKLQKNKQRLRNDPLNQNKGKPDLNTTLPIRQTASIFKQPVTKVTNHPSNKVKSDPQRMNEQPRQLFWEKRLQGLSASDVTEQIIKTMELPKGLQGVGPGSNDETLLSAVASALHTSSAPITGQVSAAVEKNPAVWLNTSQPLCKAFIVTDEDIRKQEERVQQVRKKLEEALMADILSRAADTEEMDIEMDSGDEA
ARFGAP1 inh: inhibitors of rat ARFGAP1 GAP activity, primary screen, biochemical, fluorescence polarization, GDP tracer; ADP-ribosylation factor GTPase-activating protein 1 (Rattus norvegicus), Q62848; Arfgap1-stimulated ARF1 GTP hydrolysis, GDP FP detection; inhibition, % at 16.5 µM; 360,000 tested, 0.26% active; AID 651572, 2012;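 active means inhibition above a per-plate limit, mean inhibition of low control wells plus 3 SD, cut at about 25% in these data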;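 further: 0% = DMSO wells with enzyme and 100% = wells lacking Arfgap1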
Target sequence (Q62848 1-136 limits assumed): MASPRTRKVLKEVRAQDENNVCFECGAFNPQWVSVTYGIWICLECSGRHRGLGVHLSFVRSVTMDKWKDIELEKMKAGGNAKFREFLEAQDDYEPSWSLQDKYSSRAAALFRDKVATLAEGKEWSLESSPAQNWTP
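Material: rat Arfgap1 GAP domain (His6, aa 1-136), purified enzyme. Also added: human ARF1(Δ1-17)-GTP substrate. Compound dosing: 16.5 µM single point, 1.26% DMSO. Timing: enzyme reaction 120 min at 25 °C after 20 min preincubation. Signal: GDP detection by fluorescence polarization. Read-out basis: percent inhibition of GAP-stimulated GDP formation, scaled between DMSO and no-Arfgap1 medians.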
PLCg1 inh: PLC-gamma1 enzyme inhibitors, primary screen, biochemical, fluorescence, purified enzyme | fluorogenic substrate | inhibition, % at 12.2 µM | 370,000 tested, 0.84% active | AID 720700, 2013; in the data active means inhibition above about 9.5%
KLK7 zymogen act: proKLK7 zymogen activators, primary screen, biochemical, fluorescence intensity. purified proKLK7, EDANS-DABCYL substrate fluorescence; 100% is mature enzyme control, 0% vehicle. activation, % at 7 µM. 370,000 tested, 0.9% active;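 active means activation above the mean of all tested compounds plus 3 SD, computed per campaign excluding outliers beyond control limits, cut at about 13% in these data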
Target sequence (P49862 whole entry, looked up): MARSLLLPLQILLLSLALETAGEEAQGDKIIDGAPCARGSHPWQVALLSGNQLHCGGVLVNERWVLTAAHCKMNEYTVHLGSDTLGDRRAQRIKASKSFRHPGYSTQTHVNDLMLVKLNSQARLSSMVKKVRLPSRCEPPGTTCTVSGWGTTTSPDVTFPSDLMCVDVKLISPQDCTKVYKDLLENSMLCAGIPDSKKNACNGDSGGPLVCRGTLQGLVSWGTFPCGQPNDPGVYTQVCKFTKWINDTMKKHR
ADAM17 inh: ADAM17 inhibitors, primary screen, biochemical, QFRET; Disintegrin and metalloproteinase domain-containing protein 17 (Homo sapiens), P78536; recombinant ADAM17, EDANS/DABCYL FRET peptide cleavage; inhibition, % at 6.95 µM; 370,000 tested, 0.83% active; AID 720648, 2013;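 active means inhibition above the mean of compounds lying between control limits plus 3 SD, set per campaign, cut at about 8.5% in these data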;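 further: 0% = DMSO-only wells as the low control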
UHRF1 binding: UHRF1 methylated DNA binding inhibitors, primary screen, counter-screen for MBD2 inhibitor project, biochemical, TR-FRET, human UHRF1, single concentration. inhibition, % at 4.4 µM. E3 ubiquitin-protein ligase UHRF1 (Homo sapiens), Q96T88. UHRF1 binding to methylated oligo. 370,000 tested, 0.75% active. AID 687016, 2013; in the data active means inhibition above about 21%;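 further: UHRF1 SRA domain binding a hemimethylated CpG hairpin DNA probe; 0% = median of test compound wells and 100% = reference inhibitor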
Tn6 DDE FP: inhibitors of Tn6 peptide binding to fibrin DD(E), primary screen, biochemical, fluorescence polarization, human fibrin, Tn6 probe; Fibrinogen beta chain (Homo sapiens), P02675; Fibrin DD(E) TRITC-Tn6 fluorescence polarization displacement; inhibition, % at 8.3 µM; 370,000 tested, 0.21% active; AID 720509, 2013;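 active means inhibition above a per-campaign cutoff: mean of compounds within control limits plus 3 SD, cut at about 15% in these data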;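 further: 0% = median of all compound wells on the plate and 100% = blocking peptide control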
ASAP1 GAP inh: inhibitors of human ASAP1 ArfGAP activity, primary screen, biochemical, fluorescence polarization | ASAP1-stimulated ARF1 GTP hydrolysis, GDP FP detection | inhibition, % at 16.5 µM | 360,000 tested, 0.19% active; in the data active means inhibition above about 25%;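 further: 0% = vehicle with enzyme and substrate and 100% = no enzyme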
Tn7 DDE FP: inhibitors of Tn7 peptide binding to fibrin DD(E), primary screen, biochemical, fluorescence polarization, human fibrin, Tn7 probe | Fibrinogen beta chain (Homo sapiens), P02675 | FP displacement of FITC-Tn7 peptide from fibrin DD(E); 0% = median of compound wells per plate | inhibition, % at 8.3 µM | 370,000 tested, 0.13% active;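 active means inhibition above the mean of compounds falling within the control limits plus 3 SD of them, cut at about 14% in these data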;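 further: 0% = plate median of compound wells and 100% = 10 µM Aha-Tn7 peptide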
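Measure: % inhibition scaled between sample-field median and high-control FP; Test system: human fibrin DD(E); Quantity: 2 µM final DD(E) protein; Doses: one dose, 8.3 µM nominal; Schedule: compound with protein 10 min, then 3 h after probe, room temperature; Detection: fluorescence polarization; Medium: Tris buffer with calcium and detergent, pH 7.8.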
PLCb3 inh: human PLC-beta3 inhibitors, primary screen, biochemical, fluorescence. 1-phosphatidylinositol 4,5-bisphosphate phosphodiesterase beta-3 (Homo sapiens), Q01970. Purified PLC-beta3, fluorogenic substrate. inhibition, % at 12.2 µM. 370,000 tested, 0.18% active. AID 720704, 2013; in the data active means inhibition above about 11%;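 further: 0% = median of compound wells on plate and 100% = full blocker control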
Starred values were filed as active, the others as inactive; i = inactive. Some of the compounds tested; count on the stated rates, not on these rows.

mol	ADAM17 inh	PLCb3 inh	PLCg1 inh	ASAP1 GAP inh	Tn7 DDE FP	Tn6 DDE FP	ARFGAP1 inh	MBD2 inh	KLK7 zymogen act	UHRF1 binding
CCc1ccc(NC(=O)C(C)OC(=O)c2c(C)nn(Cc3ccccc3)c2Cl)cc1 (configuration not stated)	-2.0	-3.2	-2.0	11.0	-5.7	-0.6	-9.5	1.9	-0.4	0.7
CCC(=NCCCn1ccnc1)c1c(O)n(Cc2ccccc2)c(=O)[nH]c1=O	-6.8	0.9	2.0	-14.5	-1.5	4.2	19.0	0.4	0.2	4.6
CNC(=O)Oc1ccc(-c2cn3cc(Cl)ccc3n2)cc1	-67.6	-324.0	-240.6	12.8	-3.2	-7.5	-1.2	-1.2	1.1	-0.6
O=[N+]([O-])c1ccc(N2CCNCC2)cc1NCC1CCCO1 (configuration not stated)	1.5	5.3	2.4	4.5	-1.3	-1.0	10.3	-19.6	1.3	-15.9
N=C1c2ccccc2CN1CC(=O)c1ccccc1	-12.2	3.5	-0.6	9.7	4.4	3.1	-4.2	2.3	-0.6	4.4
Nc1ccccc1-[n+]1c(-c2ccccc2)cc(-c2ccccc2)cc1-c1ccccc1	-3.2	-3.3	1.5	-8.8	0.0	3.4	-0.1	9.1	-0.3	-2.4
O=C(C1CCN(S(=O)(=O)c2ccccc2)CC1)N1CCC2(CC1)OCCO2	-1.4	0.7	1.8	11.0	1.5	-4.7	13.4	-2.1	-0.2	1.2
Clc1cc(I)cc(Cl)c1NC1=NCCN1	0.1	1.9	1.8	-3.0	-6.8	-4.0	-11.9	7.6	0.4	2.2
N=C1c2ccccc2CN1NC(=O)c1ccc(Br)cc1	-3.5	-0.1	0.8	-1.4	-6.7	1.3	-1.3	-0.2	0.2	-1.2
O=S(=O)(F)c1ccc2nc(-c3cccc(Sc4ccccc4)c3)cc(Cl)c2c1	-0.2	1.2	2.7	-9.9	-6.7	3.2	-8.7	-4.1	-0.4	0.6
Cc1ccc(NC2=NCCCS2)cc1Cl	-2.0	-1.6	0.8	3.1	4.9	-1.4	1.2	-5.6	0.2	0.3
O=c1cccc2n1CC1CC2CN(Cc2c(F)cccc2Cl)C1 (configuration not stated)	-1.6	0.6	-1.4	4.8	4.0	2.1	-3.2	-4.2	0.5	-3.1
CCN(CC)P(=O)(/C=C(\Cl)c1ccccc1)/C=C(\Cl)c1ccccc1	0.9	-7.8	-1.2	0.7	-3.6	-4.7	2.0	-6.7	0.1	0.5
C[N+]12CCC(CC1)C(C#N)(N1CCOCC1)C2 (configuration not stated)	-1.0	1.2	0.3	-7.0	2.7	-11.3	8.2	-3.5	0.4	2.1
COc1ccccc1CCNC1CCC(C)CC1 (configuration not stated)	-3.2	0.5	0.3	-7.0	-5.1	-1.7	5.8	-0.4	-0.4	0.4
CC1(C)OC(c2ccccc2)=C/C(=C/C=C2C(=O)NC(=S)NC2=O)O1	-6.8	-24.2	-23.2	-1.3	-21.3	-8.8	-1.8	-3.3	2.9	-12.2
O=C(c1ccccc1F)c1cn(Cc2ccccc2)c2ccccc12	-0.8	-13.2	-7.2	14.9	4.4	1.3	-2.1	4.4	0.2	3.6
Cc1ccccc1N1C(=O)NC(=O)/C(=C\c2cc(Br)c(N3CCOCC3)o2)C1=O	-1.6	-20.3	-22.4	0.2	-3.2	-0.2	5.5	-5.9	1.1	-5.6
NC(=O)C1(N2CCCCC2)CCN(Cc2ccccc2)CC1	-2.3	-1.4	-1.3	4.5	-0.3	6.1	-8.9	2.5	-0.1	2.0
COc1ccc(N2C(=O)/C(=C/c3ccc(N(C)C)o3)C(=O)NC2=S)cc1	-1.3	-12.3	-3.6	9.9	-21.6	-4.3	-3.4	-16.6	-0.3	-23.3
NP(=O)(OCC(F)(F)F)Oc1ccc(Cl)cc1 (configuration not stated)	0.7	0.5	0.1	0.9	-1.7	0.9	-6.3	2.2	-0.3	2.9
O=C1c2ccccc2-n2nnc(-c3ccccc3)c2C2c3cc(Br)ccc3CCN12 (configuration not stated)	0.4	1.4	0.7	8.2	-0.8	-1.4	13.4	0.8	0.0	1.9
CCOC(=O)[C@]12Cc3cc(OC)ccc3[C@H]1N(C(C)C)C(=O)c1ccccc12	2.6	0.2	3.0	4.4	-4.6	-7.1	9.5	1.0	0.0	-2.7
CC[N+]1(C)CCCC(OC(=O)C(O)(c2ccccc2)c2ccccc2)C1 (configuration not stated)	-3.7	-3.5	2.9	-3.6	7.1	9.6	-6.9	0.5	0.0	3.6
CN(C)/C=C/C(=O)C(Cl)(Cl)Cl	-1.2	-1.2	-0.9	0.8	-0.9	5.1	-7.9	-1.3	0.4	-1.4
CCOP(=O)(Cc1ccccc1)OCC	-5.1	4.5	1.4	-4.8	1.0	8.2	-0.9	3.3	0.1	11.0
O=C(c1cc2c(s1)CCCCCC2)N1CCC2(CC1)OCCO2	8.7*	4.6	2.3	2.7	4.3	-5.1	7.4	-5.0	0.8	1.5
O=C(CNC(=O)c1ccccc1)Nc1ccc(Br)cc1C(=O)c1ccccc1	0.3	1.9	2.3	16.9	-8.3	-0.6	6.5	-3.6	-0.1	-2.0
CC1=C(C(=O)O)N2C(=O)C(NC(=O)Cc3ccccc3)C2SC1 (configuration not stated)	-2.4	-7.3	1.5	2.9	-3.0	6.5	-9.5	3.5	-0.5	14.4
CC1CCCCN1Cc1ccc(Cl)nc1 (configuration not stated)	0.9	0.6	4.5	2.2	-4.9	-4.5	-10.3	1.3	-0.4	6.9
Fc1cccc(CNCCc2c[nH]c3ccccc23)c1	-3.2	-2.3	0.5	-6.1	4.1	2.9	2.4	-2.4	-0.3	2.3
O=C1CN=C(c2cc([N+](=O)[O-])ccc2Cl)c2cc([N+](=O)[O-])ccc2N1	1.1	-2.9	1.3	-9.7	5.5	8.0	0.4	1.9	0.1	0.1
CCOC(=O)[C@]1(C#N)[C@@H]2C=CC(C(N)=O)=CN2[C@@H](C(N)=O)[C@@H]1c1ccc(F)cc1	-16.6	-47.1	-28.4	15.1	1.3	-6.0	-9.1	-0.3	0.6	-6.1
CCOc1ccc(N=Cc2c(O)n(CCc3ccc(OC)c(OC)c3)c(=O)[nH]c2=O)cc1	-4.7	-6.6	-2.6	11.7	7.4	3.6	-0.3	5.5	-0.5	0.6
Clc1ccccc1C1NCc2ccccc2-n2cccc21 (configuration not stated)	1.5	0.1	1.2	2.3	1.4	-8.3	5.5	0.4	-0.7	0.1
COc1ccc(-c2ccc3n2Cc2cnnn2-c2ccccc2-3)cc1	-64.8	i	-357.9	6.7	-0.3	-4.1	4.1	1.5	2.2	-0.3
C=CCn1c(O)c(C(CC)=NCCc2ccccc2)c(=O)[nH]c1=O	-1.2	0.7	2.7	9.6	-0.1	-1.0	7.0	-0.9	0.2	-1.0
COC(=O)C1=C(c2cccc(OCc3ccccc3)c2)C[C@@H]2CC[C@H]1N2C(=O)NCCN1CCOCC1	3.1	4.0	7.9	-2.3	2.3	0.4	1.5	-1.0	0.5	-0.8
CCCc1c(C)nc(-c2ccc(C)cc2)nc1OC(=O)N(C)C	-0.3	-4.8	-0.2	-18.0	5.3	-0.5	-0.5	-3.9	-0.1	-2.3
COc1ccc(C(=O)CN2CCOCC2)cc1F	-1.8	0.2	1.0	-22.6	6.0	13.7	6.7	1.2	0.0	-1.7

Retrieved by compound from the entries so far:
mol	ADAM17 inh	PLCb3 inh	PLCg1 inh	ASAP1 GAP inh	Tn7 DDE FP	Tn6 DDE FP	ARFGAP1 inh	MBD2 inh	KLK7 zymogen act	UHRF1 binding
CCOC(=O)[C@]1(C#N)[C@@H]2C=CC(C(N)=O)=CN2[C@@H](C(N)=O)[C@@H]1c1ccc(F)cc1	-16.6	-47.1	-28.4	15.1	1.3	-6.0	-9.1	-0.3	0.6	-6.1
COC(=O)C1=C(c2cccc(OCc3ccccc3)c2)C[C@@H]2CC[C@H]1N2C(=O)NCCN1CCOCC1	3.1	4.0	7.9	-2.3	2.3	0.4	1.5	-1.0	0.5	-0.8

Continuation:
mol	ADAM17 inh	PLCb3 inh	PLCg1 inh	ASAP1 GAP inh	Tn7 DDE FP	Tn6 DDE FP	ARFGAP1 inh	MBD2 inh	KLK7 zymogen act	UHRF1 binding
CCOC(=O)c1[nH]c(C)c(C(=O)N2CCC3(CC2)OCCO3)c1C	0.2	3.1	-2.1	-15.1	2.9	0.8	-7.0	-5.9	0.6	-3.0
O=P(C(=Nc1ccc(Cl)cc1)N1CCOCC1)(N1CCOCC1)N1CCOCC1	-0.6	1.1	2.9	-4.8	-2.5	4.2	-11.9	-5.9	0.2	-2.0
O=c1c2ccccc2nc(-c2ccccc2)n1-c1cccnc1	-5.5	-2.0	-0.7	-1.8	-3.8	1.8	-1.4	3.1	-0.1	0.5
O=C1NCN(c2ccccc2)C12CCN(C(c1nnnn1-c1ccc3c(c1)OCCO3)C1CC1)CC2 (configuration not stated)	0.2	0.3	0.6	-10.8	-0.9	6.8	3.8	5.9	0.1	-1.6
